# A549 viability: A549 cytotoxicity, counter-screen for Nrf2 inhibitors; 390,000 tested, 0.16% active; Potency, µM (highest dose often 46 µM), inactives show at the top dose activity change, negative = cytotoxicity, actives largely listed as inhibitors; A549 ARE-Fluc cells, CellTiter-Fluor viability, 18-24 h; AID 504648; note: potency is the fitted concentration of half-maximal effect; % is set by controls: 0 for no effect and ±100 for the full control effect
#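 A549 ARE-Fluc cells in 5% FBS OPTI-MEM, 5000 cells/well, rested 2 h then exposed to compounds in concentration-response for 18-24 h at 37 °C. Viability by CellTiter-Fluor fluorescence (Ex 405/Em 525) after 30 min; luciferase luminescence (BugLite, 15 min, RT) read afterwards.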
# Nrf2 inh: Nrf2 pathway inhibition; Potency, µM (doses to about 46 µM), without a hit: at the highest dose activity change, negative = inhibition, most hits filed as inhibitors; 360,000 tested, 2.1% active; AID 504444; A549 ARE-Fluc reporter, luciferase luminescence, 18-24 h; note: potency is the fitted concentration of half-maximal effect; % is set by controls: 0 for no effect and ±100 for the full control effect; nearly all actives have a fitted effect of over 60% in size
#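 Two sequential reads on A549 ARE_Fluc cells exposed to compound for 18-24 h: a CellTiter-Fluor fluorescence read for viability, then a luciferase luminescence read for Nrf2/ARE activity.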
# ATXN2 expr inh: reduces ATXN2 reporter expression in HEK-293 cells; AID 1745845; HEK-293 ATXN2-luciferase reporter, luminescence, 24 h; Potency, µM (doses to about 57 µM), without a hit: top-dose activity change, negative = inhibition, hits mostly inhibitors; 360,000 tested, 0.72% active; note: potency is the fitted concentration of half-maximal effect; % is set by controls: 0 for no effect and ±100 for the full control effect; nearly all actives have a fitted effect of over 55% in size
#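 ATXN2-luciferase reporter cells (luciferase flanked by upstream and downstream ATXN2 gene portions) were treated 24 h at 37 °C with compounds at up to 57 uM. SteadyGlo luminescence gave expression; GF-AFC fluorescence gave viability.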
# Nrf2 activator: Nrf2 pathway activation; 410,000 tested, 0.31% active; AREc32 ARE-luciferase reporter (MCF7-derived line), luminescence, 24 h; Potency, µM (doses to about 46.1 µM), without a hit: at the highest dose activation, most hits filed as activators; AID 624171; note: potency is the fitted concentration of half-maximal effect; % of control where 0% means no effect; nearly all actives have a fitted effect of over 65% in size
#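 ARE-driven firefly luciferase activity in AREc32 cells measured after a 24 hr compound exposure at 37 deg C, using Steady-Glo reagent and a 30 min room-temperature hold.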
# S2 tox: cell viability loss in ATXN counter-screen. Potency, µM (top dose mostly 56.7 µM), usual class: cytotoxic. S2 cells (HEK-293 line with an ATXN2-luciferase reporter) viability, CellTiter-Fluor protease fluorescence, 24 h. AID 651635. 400,000 tested, 0.49% active; note: potency is the fitted concentration of half-maximal effect; nearly all actives have a fitted effect of over 40% in size
# TGFb SMAD3 inh: blocks TGF-b signaling | 410,000 tested, 1.2% active | HepG2 CAGA-GFP TGF-b/SMAD3 reporter, GFP fluorescence, 18 h; TGF-beta stimulated, 500 pg/mL final | Potency, µM (highest dose often 46.1 µM), for the others: at the highest dose activity, negative = inhibition, usual class: inhibitors | AID 588855; note: potency is the fitted concentration of half-maximal effect; % is set by controls: 0 for no effect and ±100 for the full control effect; nearly all actives have a fitted effect of over 65% in size
#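 Cell-based qHTS in HEPG2 carrying a CAGA-GFP Smad reporter; compounds added before 500 pg/mL final TGF-beta, 18 h incubation at 37 degrees C, GFP fluorescence quantified per cell by imaging cytometry.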
# HepG2 tox: kills HepG2 cells in TGF-b inhibitor counter-screen. HepG2 CAGA-GFP viability, ATP luminescence, 18 h. Potency, µM (doses to about 46.1 µM), without a hit: at the highest dose activity change, negative = cytotoxicity, usual class: cytotoxic. 410,000 tested, 0.76% active. AID 588856; note: potency is the fitted concentration of half-maximal effect; some results filed as inactive show a strong effect at the top dose
#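 HepG2 CAGA-GFP cells (1000/well, DMEM with 1% FBS) received compound, then TGF-beta at 500 pg/mL final, and were incubated 18 hours at 37 degrees C. Viability was read by CellTiter-Glo luminescence. Media-only wells were set as complete cell-killing and DMSO as no toxicity.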
# MCF10A rereplic: induces DNA re-replication in MCF 10a normal breast cells | MCF 10A DNA re-replication, Hoechst nuclear intensity, 48 h | Potency, µM (top dose mostly 46.1 µM), inactives show at the highest dose activity, positive = re-replication, usual class: activators | 350,000 tested, 2.9% active | AID 624296; note: potency is the fitted concentration of half-maximal effect; % of control where 0% means no effect; nearly all actives have a fitted effect of over 50% in size
# IL-1B inflam inh: blocks inflammasome-driven IL-1 beta release | 360,000 tested, 4.7% active | AID 743279 | THP-1 LPS/ATP IL-1B secretion, AlphaLISA, 16 h; active compounds read low | activity change, % at 57.5 µM; in the data active = activity change below about -50%; inconclusive = mostly about -30% to -49%; note: % is set by controls: 0 for no effect and ±100 for the full control effect
#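 Secreted IL-1B measured by AlphaLISA bead assay after 16 h compound exposure of THP-1 cells; compounds (final up to 57.5 uM) added 1 h before LPS (250 ng/mL) and ATP (1.25 mM) stimulation; lower signal means less secretion.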
# * = called active by the depositor; i = inactive; ? = inconclusive; nt = not tested or not shown; [ ] = dose if it differs, or a comment. Unless noted, calls come from the whole dose curve; as a rule, active = well fitted curve in the direction sought with a large enough effect; inconclusive = small, poorly fitted or top-dose-only effect, or another doubt; inactive = no such curve, though single readings can be large; an effect the other way counts as inactive or inconclusive.
SMILES,A549 viability,Nrf2 inh,ATXN2 expr inh,Nrf2 activator,S2 tox,TGFb SMAD3 inh,HepG2 tox,MCF10A rereplic,IL-1B inflam inh
O=C(COC(=O)Cc1cn2ccsc2n1)NC12CC3CC(CC(C3)C1)C2,-5.2%,1.3%,1.8%,-0.9%,i,0.0%,8.4%,-6.5%,13.6
Nc1ccccc1C(=O)N=Nc1[nH]c(N)c2ccccc12,-4.1%,?,0.9%,-0.2%,i,6.3%,-30.8%,10.2%,-3.6
O=C(O)c1c(C(=O)O)c(-c2ccc(Cl)c(Cl)c2)n2c1CSC2,1.3%,5.3%,5.3%,-0.8%,i,4.4%,-3.4%,-5.2%,7.2
O=C(Nc1ccccc1[N+](=O)[O-])c1cccc(N2C(=O)CCC2=O)c1,-1.6%,?,-8.1%,4.2%,i,0.0%,0.3%,-0.7%,i
C=CCn1cnnc1SCC(=O)N(C)CC1COc2ccccc2O1 (stereo not given),-3.6%,-8.2%,-1.2%,-0.4%,i,18.7%,-13.0%,0.4%,6.4
Fc1ccc(Cc2nnc(-c3cccs3)o2)cc1,1.4%,?,37.4%[activator],3.6%,i,0.4%,-1.2%,-3.7%,1.1
CC(=O)Nc1cccc(OCc2ccc(S(=O)(=O)Cc3ccccc3)cc2)c1,-14.8%,-8.3%,4.2%,2.5%,i,-22.7%,-0.6%,4.8%,16.4
O=C(CCC1CCCCC1)NCc1ccncc1,1.3%,17.2%,15.6%,0.1%,i,-4.7%,5.8%,-10.1%,0.0
O=C(NC(=S)Nc1ccc(S(=O)(=O)Nc2nccs2)cc1)c1ccc(Br)o1,-1.3%,?,nt,-0.3%,i,-25.3%,-12.2%,28.6%,-20.0
COc1ccccc1C(=O)NC(=S)Nc1ccc(Cc2ccncc2)cc1,-13.7%,5.8µM*,nt,6.9%,?,?,-31.9%,?,28.5
Cc1cc(C)cc(N(C(=O)CNC(=O)c2ccco2)C(C(=O)NC2CCCCC2)c2ccncc2)c1 (stereo not given),-1.4%,-2.5%,-17.6%,-0.6%,i,2.3%,-0.6%,-9.6%,1.0
CN(C)S(=O)(=O)c1ccc(Cl)c(NC(=O)CN2CCNC(=O)C2)c1,-1.7%,-18.5%,nt,0.6%,i,-0.9%,4.5%,-7.2%,13.8
CC1CCN(Cc2ccc(-c3nnn(CC(=O)NC4CCCCC4)n3)cc2)CC1,-14.1%,6.2%,-24.0%,0.4%,i,8.9%,-2.1%,-0.3%,24.7
COc1cnn(-c2ccccc2)c(=O)c1SCc1ccc(Cl)c(Cl)c1,-0.4%,nt,-16.1%,0.5%,i,-24.3%,-87.1%,-2.5%,?
Cc1nc(SCC(=O)Nc2c(C)n(C)n(-c3ccccc3)c2=O)[nH]c(=O)c1Cc1ccccc1,2.6%,2.1%,-5.6%,-0.8%,i,2.7%,-0.1%,-14.0%,41.6
CS(=O)(=O)N(CC(=O)NCc1ccco1)c1ccc(Cl)cc1Cl,3.9%,-8.0%,-3.5%,3.2%,i,16.5%,4.5%,-11.9%,-19.0
CO/N=C1\CCCc2c(C(=O)NN)sc(SC)c21,-17.5%,1.8%,?,6.3%,i,?,-18.7%,16.4µM*,36.0
CCn1nc(C)c(CCC(=O)O)c1C,2.0%,15.5%,-10.0%,0.2%,i,-26.2%,-17.3%,0.1%,-27.5
CC(C)(C)c1cc(S(=O)(=O)CCc2ccccn2)cc(C(C)(C)C)c1F,-3.3%,?,0.2%,4.2%,i,?,-28.3%,-3.5%,-87.6*
CC(C)(C)c1ccc(C(=O)NCc2nnc(SCC(=O)NCc3ccco3)o2)cc1,1.9%,1.1%,23.9%,2.9%,i,7.2%,-1.7%,-26.5%,0.0
CC(=O)c1ccc(OCc2cc(C(=O)N3CC[C@@H]4CCCC[C@H]4C3)no2)cc1,-6.8%,?,51.4%[activator],6.5%,i,-7.3%,-37.9%,18.7%,-80.6*
COc1ccc(-c2cn3c(C)c(C(=O)Nc4cc(C)cc(C)c4)sc3n2)cc1,-8.4%,nt,nt,-0.4%,nt,0.3%,-7.0%,nt,nt
Cc1ccc(S(=O)(=O)N2CCCCC2C(=O)O)cc1 (stereo not given),7.3%,-7.1%,-7.8%,2.4%,i,-0.9%,1.1%,-8.0%,2.9
Cc1ccccc1OCC(O)Cn1c(N2CCCCC2)nc2c1c(=O)[nH]c(=O)n2C (stereo not given),-5.8%,-10.1%,11.3%,-0.5%,i,-14.3%,-18.8%,0.1%,57.4

# Five entries from above, with two lines to a compound.
# Every second line gives: A549 viability, Nrf2 inh, ATXN2 expr inh, Nrf2 activator, S2 tox, TGFb SMAD3 inh, HepG2 tox, MCF10A rereplic, IL-1B inflam inh
> CO/N=C1\CCCc2c(C(=O)NN)sc(SC)c21
    -17.5%, 1.8%, ?, 6.3%, i, ?, -18.7%, 16.4µM*, 36.0
> CCn1nc(C)c(CCC(=O)O)c1C
    2.0%, 15.5%, -10.0%, 0.2%, i, -26.2%, -17.3%, 0.1%, -27.5
> CC(C)(C)c1cc(S(=O)(=O)CCc2ccccn2)cc(C(C)(C)C)c1F
    -3.3%, ?, 0.2%, 4.2%, i, ?, -28.3%, -3.5%, -87.6*
> CC(C)(C)c1ccc(C(=O)NCc2nnc(SCC(=O)NCc3ccco3)o2)cc1
    1.9%, 1.1%, 23.9%, 2.9%, i, 7.2%, -1.7%, -26.5%, 0.0
> CC(=O)c1ccc(OCc2cc(C(=O)N3CC[C@@H]4CCCC[C@H]4C3)no2)cc1
    -6.8%, ?, 51.4%[activator], 6.5%, i, -7.3%, -37.9%, 18.7%, -80.6*

# More results follow:
SMILES,A549 viability,Nrf2 inh,ATXN2 expr inh,Nrf2 activator,S2 tox,TGFb SMAD3 inh,HepG2 tox,MCF10A rereplic,IL-1B inflam inh
Cc1ccc(-c2nc3ccccc3s2)cc1NC(=O)COc1ccccc1,-1.1%,?,36.8%,0.5%,i,-20.1%,-11.0%,nt,nt
COc1ccc(/C=N\Nc2ncc(F)c(N3CCOCC3)n2)cc1OC,7.8%,0.7%,-13.3%,3.5%,i,3.7%,-25.8%,8.1%,-28.0
CCCn1c(=NC(=O)c2cc3ccccc3o2)c(C(=O)OCC)cc2c(=O)n3ccccc3nc21,-2.1%,-17.2%[9.27 µM],3.0%,5.2%,i,-27.2%,-19.1%,nt,nt
O=C(Nc1cccc(Oc2ccccc2)c1)c1ccc(-n2cncn2)c2ccoc12,nt,nt,-23.7%,3.6%,6.31µM*,-3.0%,-24.5%,nt,34.0
N#Cc1c(-c2ccc(Cl)cc2)c(C#N)c(=O)n(N)c1N,4.8%,16.0%,3.0%,0.1%,i,-2.1%,5.0%,-4.5%,-1.3
COc1c(Cl)cc(Cl)cc1/C=C(\C#N)c1nc2ccccc2[nH]1,-0.2%,nt,8.9%,0.0%,i,5.9%,4.8%,nt,nt
O=C(c1ccco1)N1CCN(c2nc3ccc(Cl)cc3s2)CC1,-13.2%,nt,nt,-1.0%,nt,-22.4%,-29.6%,nt,nt
Cc1ccsc1C(=O)N(Cc1nnc(-c2ccccc2Cl)o1)C1CC1,-12.5%,13.7%,17.5%,7.8%,i,0.0%,-0.3%,13.4%,-4.4
COc1ccc(N(CC(=O)NCc2ccccc2)S(=O)(=O)c2c(C)noc2C)cc1,6.2%,-20.4%,2.6%,-0.7%,i,-0.3%,1.1%,16.1%,-3.0
Oc1ccccc1C1CC(c2cccs2)=NC(c2cccc(Br)c2)N1 (stereo not given),-0.3%,1.2%,50.7%[activator],?,i,20µM*,-60.8%,?,-10.0
Cc1cc(C)c(S(=O)(=O)N2CCCC(C(=O)NCc3cccnc3)C2)c(C)c1 (stereo not given),-3.6%,?,0.0%,0.0%,i,-0.5%,6.9%,29.5%,3.6
Cc1cc(NC(=O)COC(=O)c2n[nH]c3ccccc23)no1,0.1%,?,15.1%,-0.2%,i,-2.4%,-24.6%,-0.8%,10.2
Cc1ccnc2nc(C(=O)OCCOc3ccc(Cl)cc3)nn12,1.6%,-7.9%,?,-0.2%,?,?,4.3%,-1.1%,?
O=c1c(-c2ccc(Cl)cc2)[n+]([O-])c2ccccc2n1OCc1ccccn1,-1.6%,12.4%,-1.9%,-0.2%,i,-0.8%,0.6%,0.5%,-2.6
COc1ccc2[nH]c(CN3CCN(C(C)C)C(CCO)C3)c(C)c2c1 (stereo not given),0.2%,2.1%,-14.8%,-0.1%,i,10.6%,6.0%,-4.1%,-2.5
Cc1cc2c3c(c1C)C1(C(=O)N3C(C)(C)CC2C)C(C#N)=C(N)Oc2n[nH]c(C)c21 (stereo not given),-10.1%,nt,-13.2%,-0.7%,i,0.0%,2.2%,6.6%,-18.6
Cn1c(CSc2ncn[nH]2)nc2ccccc21,-4.9%,-12.4%,4.3%,-1.3%,i,-3.3%,-0.6%,1.1%,6.9
CCc1cc(=O)oc2cc(C)c3c(-c4ccc(F)cc4)coc3c12,13.7%,-6.0%,4.2%,0.3%,i,0.2%,-4.5%,nt,nt
c1csc(-c2ccc(N3CCOCC3)nn2)c1,13.3%,?,nt,-1.3%,i,-14.0%,-75.3%,1.4%,-12.9
C/C(=N\N1C(=O)c2ccccc2NC1c1ccccc1)c1ccccc1O (stereo not given),5.1%,?,nt,-0.5%,?,?,-2.3%,4.3%,7.0
O=C(CN1CCCN(Cc2ccccc2F)S1(=O)=O)Nc1ccc(F)c(Cl)c1,4.3%,-10.8%,nt,3.9%,nt,-47.0%,-38.3%,nt,nt
Cc1cccc(N2CCN(C(=O)c3ccc4c(c3)CCN4S(C)(=O)=O)CC2)c1C,-9.5%,?,?,-0.2%,i,?,-5.2%,0.0%,-50.9*
CCc1cc2c(=O)c(-c3ccon3)c(N)oc2cc1OC,1.9%,?,0.0%,6.2%,i,-3.7%,-21.9%,-1.2%,-3.2
O=C(CSc1nc2cc(C(F)(F)F)ccc2n1Cc1ccccc1)NC1CCS(=O)(=O)C1 (stereo not given),-15.5%,?,0.4%,0.2%,i,?,7.8%,16.5%,-7.0

# Screens from PubChem.
